GLP-1R inv ag = qHTS of GLP-1 Receptor Inverse Agonists (Inhibition Mode) | Glucagon-like peptide 1 receptor (Homo sapiens), P43220 | HEK293 GLP-1R CRE-luciferase, luminescence, 24 h; GLP-1R form is constitutively active | Potency, µM (top dose mostly 38.3 µM), without a hit: top-dose activity change, negative = inhibition, hits mostly inhibitors | 410,000 compounds, 1.6% hits | AID 624417, 2012; also: potency is read from the fitted curve at half-maximal effect; % is scaled to controls: 0 for no effect and ±100 for the full control effect; nearly all actives have a fitted effect of over 55% in size
Target sequence (P43220 whole entry, looked up): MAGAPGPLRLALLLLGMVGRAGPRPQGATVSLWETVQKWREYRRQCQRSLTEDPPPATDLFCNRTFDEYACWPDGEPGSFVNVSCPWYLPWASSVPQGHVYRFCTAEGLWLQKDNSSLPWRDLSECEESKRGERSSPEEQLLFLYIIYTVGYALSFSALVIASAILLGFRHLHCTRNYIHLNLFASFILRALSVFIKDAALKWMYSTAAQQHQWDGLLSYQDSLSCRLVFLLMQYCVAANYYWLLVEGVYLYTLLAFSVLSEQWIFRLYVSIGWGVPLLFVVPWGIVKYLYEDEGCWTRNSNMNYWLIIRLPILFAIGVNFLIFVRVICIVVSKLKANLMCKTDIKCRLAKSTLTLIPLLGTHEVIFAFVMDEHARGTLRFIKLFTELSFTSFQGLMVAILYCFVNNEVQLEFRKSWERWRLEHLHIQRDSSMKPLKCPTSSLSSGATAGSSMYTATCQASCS
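Cells are plated, allowed 12 hours at 37 deg C, then treated with compounds for 24 hr before luciferase detection reagent is added and luminescence is read after 12 min at room temperature. The HEK293 line carries constitutively active GLP-1R with a cAMP-responsive reporter.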
Abeta rescue = qHTS for compounds that reverse cellular toxicity of Amyloid beta (A-beta) peptide in yeast: Primary Screen; Potency, µM (titrated, usually from 46.1 µM), for inactives: at the highest dose growth rescue, usual class: activators; yeast expressing A-beta42, growth rescue, OD600, 48 h; response scale: 0% DMSO, 100% iron-clioquinol control; 410,000 compounds, 0.063% hits; also: potency is read from the fitted curve at half-maximal effect; nearly all actives have a fitted effect of over 55% in size
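Growth rescue measured by 600 nm absorbance after 48 h yeast culture at 30 C with compound. Values normalized between DMSO and an equimolar ferric chloride plus clioquinol control.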
Akt phos inh = HTS Assay for Inhibitors of Akt Phophorylation: Primary Screen; Neuro2A IGF-stimulated pAkt S473 HTRF, 20 min; stronger effect = lower value; activity change, % for hits at 50 µM; 360,000 compounds, 0.32% hits; AID 651550, 2012; in the data active = activity change below about -80%; inconclusive = mostly about -51% to -80%; also: % is scaled to controls: 0 for no effect and ±100 for the full control effect
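Single-point screen (50 µM final compound) in Neuro2A cells stimulated 20 min with 6 nM IGF at 37 deg C. After lysis, Ser473-phosphorylated Akt read by HTRF (ex 330 nm, em 615/665 nm) as the 665/615 ratio.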
MmCpn inh = Inhibitors of TCP-1 ring complex (TRiC) of Methanococcus maripaludis (MmCpn): qHTS. Chaperonin Mm-Cpn (Methanococcus maripaludis). purified Mm-Cpn ATPase, ADP Transcreener TR-FRET. Potency, µM (top dose mostly 76.9 µM), inactives show at the highest dose activity, negative = inhibition, usual class: inhibitors. 330,000 compounds, 0.031% hits; also: potency is read from the fitted curve at half-maximal effect; % is scaled to controls: 0 for no effect and ±100 for the full control effect; nearly all actives have a fitted effect of over 80% in size
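Eu-cryptate anti-ADP/ADP-d2 competition gives a ratio inversely related to ADP. Enzyme at 25 nM was pre-exposed to compound for 10 min, then given 10 uM ATP for 30 min, 37°C throughout.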
HEK293 tox = qHTS of GLP-1 Receptor Inverse Agonists: Cytotox Screen; Potency, µM (series often up to 38.3 µM), for inactives: top-dose activity change, negative = inhibition, usual class: inhibitors; 410,000 compounds, 0.13% hits; HEK293 cAMP-luciferase reporter cells, luminescence, 24 h; AID 624418, 2012;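 also: loss of luciferase light is scored as toxicity; potency is read from the fitted curve at half-maximal effect; % is scaled to controls: 0 for no effect and ±100 for the full control effect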
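Seeding density was 200 cells/uL; after overnight-length (12 h) culture, 23 nL compounds went on for 24 h at 37 °C. Readout used a luciferase detection reagent, luminescence taken after 12 min at room temperature.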
PTHR1 agonist = qHTS for PTHR1 Agonists: Primary Screen; Parathyroid hormone/parathyroid hormone-related peptide receptor (Homo sapiens), Q03431; HEK293 GP2 PTHR1 cells, GloSensor cAMP luminescence, 1 h; Potency, µM (highest dose often 115 µM), without a hit: at the top dose activation, usual class: activators; 410,000 compounds, 0.075% hits; AID 743266, 2014; also: potency is read from the fitted curve at half-maximal effect; nearly all actives have a fitted effect of over 55% in size; some results filed as inactive show a strong effect at the top dose; inactives centre near -15; many of its hits are not listed in these tables
Target sequence (Q03431 whole entry, looked up): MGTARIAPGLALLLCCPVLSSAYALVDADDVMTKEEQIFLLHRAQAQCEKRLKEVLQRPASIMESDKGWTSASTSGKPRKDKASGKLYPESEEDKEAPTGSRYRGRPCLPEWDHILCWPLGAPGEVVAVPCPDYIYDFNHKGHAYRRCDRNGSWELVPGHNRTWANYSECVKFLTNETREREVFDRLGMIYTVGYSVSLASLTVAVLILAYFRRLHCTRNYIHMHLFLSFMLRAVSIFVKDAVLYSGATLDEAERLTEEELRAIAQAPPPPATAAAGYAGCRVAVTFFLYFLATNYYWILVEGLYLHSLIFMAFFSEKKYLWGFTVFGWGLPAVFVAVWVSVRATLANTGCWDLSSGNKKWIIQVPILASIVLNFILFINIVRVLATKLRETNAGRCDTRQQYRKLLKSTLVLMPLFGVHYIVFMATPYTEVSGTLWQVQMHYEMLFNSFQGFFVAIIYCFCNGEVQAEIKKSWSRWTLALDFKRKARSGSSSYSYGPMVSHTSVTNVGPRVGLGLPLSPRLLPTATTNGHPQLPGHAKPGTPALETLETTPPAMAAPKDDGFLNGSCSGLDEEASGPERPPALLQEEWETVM
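HEK-293-derived GP2 cells expressing PTHR1 and a GloSensor cAMP reporter, 3,000/well, plated overnight, given luciferin plus IBMX (each 0.5 mM as added) for 1 h at 37 °C, then compound for 1 h at 37 °C. Luminescence was read after 15 min at room temperature.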
FUS yeast rescue = qHTS for Suppressors of FUS Proteinopathy: Primary screen using FUS-linked yeast assay; 390,000 compounds, 0.24% hits; S. cerevisiae FUS-expressing, growth rescue, OD600, 24 h; Potency, µM (titrated, usually from 76.6 µM), without a hit: top-dose growth rescue (activation), hits mostly activators; AID 1347120, 2019;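 also: potency is read from the fitted curve at half-maximal effect; plate controls were DMSO vehicle for no effect and reference control for full effect; nearly all actives have a fitted effect of over 55% in size; some results filed as inactive show a strong effect at the top dose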
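FUS-expressing yeast, raffinose-pregrown, induced in 2% galactose minimal medium at OD 0.005; compounds in a dilution series, 24hr at 30C. Growth restoration read as absorbance at 600 nm. CP55940 positive control, DMSO negative.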
aSyn yeast inh = qHTS of alpha-syn Inhibitors; Potency, µM (top dose mostly 46.1 µM), without a hit: at the highest dose growth rescue (activation), usual class: activators; AID 652106, 2013; Yeast expressing alpha-synuclein, growth rescue, BacTiter-Glo, 24 h; 370,000 compounds, 0.14% hits; also: potency is read from the fitted curve at half-maximal effect; % of control where 0% means no effect; nearly all actives have a fitted effect of over 65% in size
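Screening used galactose-induced yeast with toxic alpha-synuclein levels, exposed to compound for 24 hr at 30 deg C. Cell growth, read with BacTiter-Glo luminescence, gave the measured signal.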
TDP-43 yeast inh = qHTS of TDP-43 Inhibitors; AID 652104, 2013; 410,000 compounds, 1.8% hits; TDP-43 expressing yeast growth rescue, BacTiter-Glo, 24 h; Potency, µM (highest dose often 46.1 µM), inactives show at the top dose growth rescue (activation), actives largely listed as activators; also: potency is read from the fitted curve at half-maximal effect; % of control where 0% means no effect; nearly all actives have a fitted effect of over 50% in size
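Luminescence from BacTiter-Glo reports growth of TDP-43-expressing yeast after 24 hr at 30 deg C with compound. Cells were raffinose-pregrown to mid-log, then seeded in galactose medium at OD600=0.02.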
Active calls of the source: *; [ ] = remark or other dose. Unless noted, calls follow the shape of the dose curve; as a rule, active = well fitted curve in the direction sought with a large enough effect; inconclusive = small, poorly fitted or top-dose-only effect, or another doubt; inactive = no such curve, though single readings can be large; an effect the other way counts as inactive or inconclusive. An excerpt; count on the stated rates, not on these rows.

Cc1ccn2c(=O)nc(SCC(=O)N3CCCC3)nc2c1 was read as GLP-1R inv ag 15%, Abeta rescue -13%, Akt phos inh inactive, MmCpn inh 0%, HEK293 tox -2%, PTHR1 agonist inactive, FUS yeast rescue 0%, aSyn yeast inh 2% and TDP-43 yeast inh -3%.
For N/C(CN1CCCC1=O)=N\OC(=O)c1ccc(Cl)cc1 the results were GLP-1R inv ag 7%, Abeta rescue -4%, Akt phos inh inactive, MmCpn inh 0%, HEK293 tox 3%, PTHR1 agonist inactive, FUS yeast rescue 17%, aSyn yeast inh 1% and TDP-43 yeast inh 3%.
For CC(C)(C)OC(=O)C[C@H]1C/C=C\C[C@H](CC(=O)N[C@H](CO)Cc2ccccc2)C(=O)N[C@@H](Cc2ccccc2)COC1=O the results were GLP-1R inv ag 15%, Abeta rescue -11%, Akt phos inh inactive, MmCpn inh 0%, HEK293 tox inconclusive, PTHR1 agonist -18%, FUS yeast rescue 21%, aSyn yeast inh 25% and TDP-43 yeast inh 6%.
`COC(=O)CCC(=O)Nc1ccc(OC)cc1` gave GLP-1R inv ag 0%, Abeta rescue 7%, Akt phos inh inactive, MmCpn inh -1%, HEK293 tox 0%, PTHR1 agonist inactive, FUS yeast rescue -15%, aSyn yeast inh 3% and TDP-43 yeast inh 0%.
COCCn1c(C)cc(C(=O)COC(=O)c2cc3c(s2)CCC3)c1C was read as GLP-1R inv ag inconclusive, Abeta rescue -8%, Akt phos inh inactive, MmCpn inh -4%, HEK293 tox -3%, PTHR1 agonist -74%[inhibitor][57.5 µM], FUS yeast rescue inconclusive, aSyn yeast inh 5% and TDP-43 yeast inh -8%.
`COc1cc(OC)c2c(C)c(CC(=O)NCCc3ccccc3OC)c(=O)oc2c1` gave GLP-1R inv ag 12%, Abeta rescue 9%, HEK293 tox -12%, PTHR1 agonist inactive, FUS yeast rescue -17% and TDP-43 yeast inh 16%.
For Cn1c(=O)c2c(nc(Br)n2CCc2ccccc2)n(C)c1=O the results were GLP-1R inv ag 18%, Abeta rescue -14%, Akt phos inh inactive, MmCpn inh -1%, HEK293 tox 0%, PTHR1 agonist inactive, FUS yeast rescue -8%, aSyn yeast inh 6% and TDP-43 yeast inh 10%.
Screening CC(C)c1ccc(NC(=O)c2ccc(NS(C)(=O)=O)cc2)cc1 returned GLP-1R inv ag inconclusive, Abeta rescue -2%, Akt phos inh inactive, MmCpn inh 4%, HEK293 tox -23%, PTHR1 agonist -2%, FUS yeast rescue -7%, aSyn yeast inh -2% and TDP-43 yeast inh 19%.
Screening N#Cc1cc([N+](=O)[O-])ccc1NC(=O)COC(=O)CC1CCCC1 returned GLP-1R inv ag -24%, Abeta rescue inconclusive, Akt phos inh inactive, MmCpn inh -1%, HEK293 tox -2%, PTHR1 agonist -13%, FUS yeast rescue -16%, aSyn yeast inh 6% and TDP-43 yeast inh -23%.
Screening O=C(COC(=O)CCC(=O)c1cccs1)NCc1ccccc1 returned GLP-1R inv ag 3%, Abeta rescue -10%, Akt phos inh inactive, MmCpn inh 2%, HEK293 tox -5%, PTHR1 agonist -24%, FUS yeast rescue 10%, aSyn yeast inh -8% and TDP-43 yeast inh 18%.
Screening CC(=O)NCCNC(=O)C1Cc2c(-c3ccc(Cl)cc3)ccnc2O1 (stereo unspecified) returned GLP-1R inv ag 7%, Abeta rescue 1%, Akt phos inh inactive, HEK293 tox 1%, PTHR1 agonist inactive, FUS yeast rescue -8%, aSyn yeast inh 1% and TDP-43 yeast inh 18%.
O=C(O)CN(CC(=O)O)CC(=O)O was read as GLP-1R inv ag 6%, Abeta rescue -8%, Akt phos inh inactive, HEK293 tox 4%, PTHR1 agonist -37%[inhibitor], FUS yeast rescue -53%[inhibitor], aSyn yeast inh -7% and TDP-43 yeast inh 0%.
CN(c1ccccc1)S(=O)(=O)c1cc(C(=O)NCc2ccco2)ccc1Cl was read as GLP-1R inv ag -31%, Abeta rescue 2%, Akt phos inh inactive, HEK293 tox 3%, PTHR1 agonist inactive, FUS yeast rescue 37%, aSyn yeast inh 8% and TDP-43 yeast inh inconclusive.
CCN(C(=O)C1CCC(CNS(=O)(=O)c2cccc3nsnc23)CC1)c1ccc(C)c(C)c1 (stereo unspecified) was read as GLP-1R inv ag 0%, Abeta rescue -4%, HEK293 tox -2%, PTHR1 agonist -30%, FUS yeast rescue 10% and TDP-43 yeast inh inconclusive.
For O=C(N/N=C/c1cc(Br)c(O)c([N+](=O)[O-])c1)C(O)(c1ccccc1)c1ccccc1 the results were GLP-1R inv ag -13%, Abeta rescue 6%, Akt phos inh inactive, HEK293 tox -7%, PTHR1 agonist -20%, FUS yeast rescue -4%, aSyn yeast inh -17% and TDP-43 yeast inh 14%.
For CCOC(=O)C1(C)CCCN(C(=O)c2cccc(OC(F)(F)F)c2)C1 (stereo unspecified) the results were GLP-1R inv ag -27%, Abeta rescue -17%, Akt phos inh inactive, HEK293 tox 0%, PTHR1 agonist 21%, FUS yeast rescue 13%, aSyn yeast inh -1% and TDP-43 yeast inh 14%.
Nc1cc(-c2ccccc2)nn1S(=O)(=O)c1ccc(Br)cc1 was read as GLP-1R inv ag inconclusive, Abeta rescue 31%, Akt phos inh inactive, MmCpn inh 0%, HEK293 tox -2%, PTHR1 agonist inactive, FUS yeast rescue 31%, aSyn yeast inh 7% and TDP-43 yeast inh 12%.
C/C(=N\Nc1ccccc1)c1cccs1 was read as GLP-1R inv ag 5%, Abeta rescue -1%, Akt phos inh inactive, HEK293 tox -2%, PTHR1 agonist inactive, FUS yeast rescue 12%, aSyn yeast inh 9% and TDP-43 yeast inh 6%.
Screening Cc1ccc(C(=O)NC(Cc2ccc(C(C)(C)C)cc2)C(=O)O)cc1 (stereo unspecified) returned GLP-1R inv ag -10%, Abeta rescue -2%, Akt phos inh inactive, MmCpn inh 1%, HEK293 tox -13%, PTHR1 agonist -9%, FUS yeast rescue 1%, aSyn yeast inh -2% and TDP-43 yeast inh -8%.
`O=C(NCC1CCCO1)c1ccc2c(c1)N(Cc1ccc(F)cc1Cl)C(=O)CS2` (stereo unspecified) gave GLP-1R inv ag inconclusive, Abeta rescue 5%, Akt phos inh inactive, MmCpn inh 4%, HEK293 tox -5%, PTHR1 agonist -5%, FUS yeast rescue 9%, aSyn yeast inh 5% and TDP-43 yeast inh 10%.
`Cc1ccc2nc(Cl)c3cc(C(=O)N4CCCCC4)sc3c2c1` gave GLP-1R inv ag 7%, Abeta rescue -7%, HEK293 tox 7%, PTHR1 agonist -15%, FUS yeast rescue -16% and TDP-43 yeast inh 0%.
For COc1ccc(S(=O)(=O)N2CCN(C(=S)NCCc3ccccc3)CC2)cc1 the results were GLP-1R inv ag inconclusive, Abeta rescue 1%, Akt phos inh inactive, MmCpn inh 1%, HEK293 tox -2%, PTHR1 agonist -20%, aSyn yeast inh 5% and TDP-43 yeast inh 20%.
`Cc1cccc(-c2nnc3n(CCc4ccccc4)c(=O)c4ccccc4n23)c1` gave GLP-1R inv ag 9%, Abeta rescue -12%, HEK293 tox 2%, PTHR1 agonist -39%[inhibitor], FUS yeast rescue -9% and TDP-43 yeast inh inconclusive.
CN(C)c1ccc(CC(=O)N2CCCCC2c2cc(C(=O)Nc3ccccc3Cl)no2)cc1 (stereo unspecified) was read as GLP-1R inv ag -37%, Abeta rescue 1%, Akt phos inh inactive, HEK293 tox -8%, PTHR1 agonist -43%[inhibitor], FUS yeast rescue 38%, aSyn yeast inh -2% and TDP-43 yeast inh 18%.
`COc1cc(Cl)c(C)cc1NC(=O)CSc1nc2c(c(=O)[nH]1)CCCC2` gave GLP-1R inv ag 4%, Abeta rescue 0%, HEK293 tox 0%, PTHR1 agonist -5%, FUS yeast rescue -20% and TDP-43 yeast inh 0%.
For COc1cc(/C=C/C(=O)OCC(=O)N2CCN(S(=O)(=O)c3ccc(C)cc3C)CC2)cc(Cl)c1OC the results were GLP-1R inv ag 9%, Abeta rescue 6%, Akt phos inh inactive, MmCpn inh -3%, HEK293 tox -6%, PTHR1 agonist -5%, FUS yeast rescue 13%, aSyn yeast inh 0% and TDP-43 yeast inh 14%.
CCOc1ccc(Cl)cc1-c1cc(C(=O)NCCc2ccncc2)[nH]n1 was read as GLP-1R inv ag -29%, Abeta rescue -1%, Akt phos inh inactive, HEK293 tox 2%, PTHR1 agonist -13%, FUS yeast rescue -15%, aSyn yeast inh 0% and TDP-43 yeast inh 13%.

Fetched one by one from the entries so far, two records:
For COc1ccc(S(=O)(=O)N2CCN(C(=S)NCCc3ccccc3)CC2)cc1 the results were GLP-1R inv ag inconclusive, Abeta rescue 1%, Akt phos inh inactive, MmCpn inh 1%, HEK293 tox -2%, PTHR1 agonist -20%, aSyn yeast inh 5% and TDP-43 yeast inh 20%.
For COc1cc(/C=C/C(=O)OCC(=O)N2CCN(S(=O)(=O)c3ccc(C)cc3C)CC2)cc(Cl)c1OC the results were GLP-1R inv ag 9%, Abeta rescue 6%, Akt phos inh inactive, MmCpn inh -3%, HEK293 tox -6%, PTHR1 agonist -5%, FUS yeast rescue 13%, aSyn yeast inh 0% and TDP-43 yeast inh 14%.

Source: PubChem BioAssay
